Rac1 mut GTP: modulators of GTP binding to human Rac1 activated mutant | P63000 | GST-Rac1 activated beads, fluorescent GTP binding, flow cytometry; actives lie on both sides; 100% means binding = to untreated wells | AID 764 | percent activity (GTP binding), % at 10 µM | hit rate 0.11% among 190,000;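 active means GTP binding at least 20 percentage points away from the 100% baseline, in either direction, so actives lie on both sides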
RGS8-Gao reg: regulators of human RGS8-Galphao interaction. P09471. multiplexed bead flow cytometry, RGS8-Galphao binding; actives lie on both sides. response (percent of control binding), % at 10 µM. hit rate 0.34% among 220,000. AID 1423; in the data active means response below about 60% or above about 140%; inactive means in between;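 further: Galphao activated as the GDP aluminium fluoride complex binding bead-coupled RGS8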
Rab7 wt modul: modulators of GTP binding to dog Rab7 wildtype GTPase; GST-Rab7 beads, fluorescent GTP binding, flow cytometry; actives lie on both sides; untreated = 100%, excess cold GTP = 0%; hit rate 0.055% among 190,000; GTP binding activity (percent of control), % at 10 µM; AID 758;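 active means fluorescent GTP binding to Rab7 beads changed by at least 20 points from the 100% baseline, either direction, mostly lower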;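 further: median green fluorescence of bound Bodipy-FL-GTP per Rab7 bead population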
Mcl1 Noxa PPI: Mcl-1/Noxa interaction inhibition; inhibition, % at 21.7 µM; hit rate 1.5% among 220,000; AID 1022; Q07820; TR-FRET Mcl-1/Noxa peptide binding, 2 h;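 active means compounds that cut the protein-peptide binding signal by more than 50% relative to plate controls in a single-dose test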;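 further: His-tagged Mcl-1 with rhodamine Noxa BH3 peptide and terbium anti-His antibody; 0% = Mcl-1 plus Noxa peptide wells and 100% = peptide-only wells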
Target sequence (Q07820 whole entry, looked up): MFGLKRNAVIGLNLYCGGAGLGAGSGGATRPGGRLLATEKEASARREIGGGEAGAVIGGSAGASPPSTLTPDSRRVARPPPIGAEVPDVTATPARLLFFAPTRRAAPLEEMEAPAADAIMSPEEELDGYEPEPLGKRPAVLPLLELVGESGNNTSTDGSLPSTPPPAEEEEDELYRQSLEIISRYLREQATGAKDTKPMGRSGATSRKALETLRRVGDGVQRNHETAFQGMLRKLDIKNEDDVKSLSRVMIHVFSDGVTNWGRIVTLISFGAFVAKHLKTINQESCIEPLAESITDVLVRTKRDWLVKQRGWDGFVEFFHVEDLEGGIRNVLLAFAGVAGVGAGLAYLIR
Pf gametocyte: kills late stage P. falciparum gametocytes | hit rate 0.065% among 150,000 | inhibition, % at 10.9 µM | P. falciparum stage V gametocytes, ATP luminescence, 24 h;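 active means inhibition above the mean plus 3 SD of compounds within the control limits, set per campaign, cut at about 38% in these data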;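 further: 0% = DMSO wells and 100% = medium only without gametocytes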
Rab2 wt GTP: changes GTP binding to wildtype dog Rab2A, up or down; P61105; GST-Rab2 wt beads, Bodipy-GTP binding, flow cytometry; GTP binding activity, % at 10 µM; hit rate 0.19% among 190,000;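 active means GTP binding activity at least 20 points away from 100%, either lowered or raised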;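 further: 0% = beads with excess unlabeled GTP and 100% = no-compound control corrected for plate trend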
Mcl1 Bid PPI: disrupts binding of human Mcl-1 to Bid peptide. Q07820. TR-FRET Mcl-1/Bid-Dy647 peptide binding, 1536-well. inhibition, % at 21.7 µM. hit rate 0.97% among 220,000. AID 1021;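 active means compounds that cut the binding signal by more than half at the single screening dose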;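 further: His-tagged Mcl-1 with europium anti-His antibody binding Bid BH3 peptide; 0% = Mcl-1 plus peptide wells and 100% = peptide-only wells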
Bim-Mcl-1: inhibitors of Bim-Mcl-1 interaction, human | inhibition, % at 10 µM | Q07820 | Bead-based flow cytometry, Bim peptide-Mcl-1 binding | hit rate 0.1% among 190,000; in the data active means inhibition above about 40%;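 further: 0% = no compound tracer wells and 100% = peptide blocker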
Rac1 wt GTP bind: alters GTP binding to wildtype human Rac1; P63000; GST-Rac1 beads, fluorescent GTP binding, flow cytometry; actives lie on both sides; 0 = cold GTP competed, 100 = untreated; GTP binding activity (% of control), % at 10 µM; hit rate 0.27% among 190,000; AID 757;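 active means GTP binding activity at least 20 points away from the 100% control level, either lower or higher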
HRas wt GTP bind: human HRas wildtype GTP binding, change in either direction; P01112; GST-Ras wt beads, Bodipy-FL-GTP binding, flow cytometry; actives lie on both sides; GTP binding activity, % at 10 µM; hit rate 0.14% among 190,000;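 active means GTP binding activity at least 20% away from the 100% baseline, either lowered as inhibitor or raised as activator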;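 further: 0% = unlabeled GTP competition control and 100% = no-compound control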
Target sequence (P01112 whole entry, looked up): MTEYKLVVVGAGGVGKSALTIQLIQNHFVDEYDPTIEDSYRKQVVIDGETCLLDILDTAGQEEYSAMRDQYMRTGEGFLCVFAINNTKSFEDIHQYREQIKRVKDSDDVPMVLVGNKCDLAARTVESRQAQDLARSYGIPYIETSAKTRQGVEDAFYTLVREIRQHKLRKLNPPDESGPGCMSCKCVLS
Cdc42 wt GTP: human Cdc42 wildtype GTP binding change, either direction; percent activity (GTP binding), % at 10 µM; GST-Cdc42 beads, Bodipy-GTP binding, flow cytometry; actives lie on both sides; hit rate 0.2% among 190,000; P60953;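 active means percent activity GTP binding at least 20 points away from the 100% baseline, either down as inhibitor or up as activator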;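 further: median bead fluorescence of bound Bodipy-FL-GTP at 100 nM; 0% = excess unlabeled GTP control and 100% = no compound control; below 100% means less GTP binding so inhibitor and above means activator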
An asterisk follows results filed as active; . = not tested or not shown.

entry	SMILES	Rac1 mut GTP	RGS8-Gao reg	Rab7 wt modul	Mcl1 Noxa PPI	Pf gametocyte	Rab2 wt GTP	Mcl1 Bid PPI	Bim-Mcl-1	Rac1 wt GTP bind	HRas wt GTP bind	Cdc42 wt GTP
1	O=C(c1ccc2c(c1)OCO2)N1CCN=C1SCc1cccnc1	100	102	100	-7	.	101	-10	1	109	103	104
2	O=C(Cn1cnc2c(cnn2-c2ccc(F)cc2)c1=O)N1CCN(c2ccccc2F)CC1	99	98	102	12	.	100	-22	0	102	101	103
3	CC(C(=O)OCC(=O)Nc1cccc(S(=O)(=O)N2CCOCC2)c1)N1C(=O)c2ccccc2C1=O (stereo not given)	96	101	111	18	12	103	-15	0	99	101	99
4	CCOC(=O)N/N=C/c1cccc(Cl)c1Cl	98	107	94	-5	-4	98	-1	-3	102	96	101
5	COc1ccc(N2C(=O)C3C4C=CC(CC4)C3C2=O)c([N+](=O)[O-])c1 (stereo not given)	98	98	99	1	-13	98	-5	1	103	100	100
6	CCOC(=O)c1sc2ncn(/N=C/N(C)C)c(=O)c2c1C	93	106	97	10	.	97	-6	-5	98	97	95
7	CCOC(=O)c1ccc(N=C2SC(C(=O)NC)CC(=O)N2Cc2ccc(F)cc2)cc1 (stereo not given)	99	100	95	13	18	97	-16	0	99	96	100
8	CC1CCCCN1S(=O)(=O)c1ccc(NC(=O)c2ccco2)cc1 (stereo not given)	98	101	102	5	.	100	1	-3	100	101	99
9	CCOc1ccccc1C=Nc1ccccc1C(=O)Nc1ccccc1	98	102	95	15	-14	96	-54	-3	102	99	101
10	C/C(=N\NC(=O)c1c(Cl)c(C)nn1C)c1ccc(NC(=O)c2ccncc2)cc1	101	91	101	18	.	99	-4	4	106	101	104
11	CCOc1ccc2nc(NC(NC(C)=O)(C(=O)OC)C(F)(F)F)sc2c1 (stereo not given)	97	97	103	9	1	102	-20	-2	100	101	101
12	CC1CCN(S(=O)(=O)c2cccc(C(=O)O)c2)CC1	99	90	103	13	4	102	-24	-3	102	106	105

Complete entries from above.
COc1ccc(N2C(=O)C3C4C=CC(CC4)C3C2=O)c([N+](=O)[O-])c1 (stereo not given) across the screens: Rac1 mut GTP: 98; RGS8-Gao reg: 98; Rab7 wt modul: 99; Mcl1 Noxa PPI: 1; Pf gametocyte: -13; Rab2 wt GTP: 98; Mcl1 Bid PPI: -5; Bim-Mcl-1: 1; Rac1 wt GTP bind: 103; HRas wt GTP bind: 100; Cdc42 wt GTP: 100
C/C(=N\NC(=O)c1c(Cl)c(C)nn1C)c1ccc(NC(=O)c2ccncc2)cc1 across the screens: Rac1 mut GTP: 101; RGS8-Gao reg: 91; Rab7 wt modul: 101; Mcl1 Noxa PPI: 18; Pf gametocyte: .; Rab2 wt GTP: 99; Mcl1 Bid PPI: -4; Bim-Mcl-1: 4; Rac1 wt GTP bind: 106; HRas wt GTP bind: 101; Cdc42 wt GTP: 104
CCOC(=O)c1sc2ncn(/N=C/N(C)C)c(=O)c2c1C across the screens: Rac1 mut GTP: 93; RGS8-Gao reg: 106; Rab7 wt modul: 97; Mcl1 Noxa PPI: 10; Pf gametocyte: .; Rab2 wt GTP: 97; Mcl1 Bid PPI: -6; Bim-Mcl-1: -5; Rac1 wt GTP bind: 98; HRas wt GTP bind: 97; Cdc42 wt GTP: 95

Copied from the list.
RGS8-Gao reg result of cpd 1 is entered as 102
Bim-Mcl-1 result of cpd 3 is entered as 0
HRas wt GTP bind result of cpd 10 is entered as 101
Rac1 mut GTP result of cpd 12 is entered as 99
Mcl1 Noxa PPI result of cpd 4 is entered as -5

The list goes on:
entry	SMILES	Rac1 mut GTP	RGS8-Gao reg	Rab7 wt modul	Mcl1 Noxa PPI	Pf gametocyte	Rab2 wt GTP	Mcl1 Bid PPI	Bim-Mcl-1	Rac1 wt GTP bind	HRas wt GTP bind	Cdc42 wt GTP
13	COC(=O)NCC12CC3CC(C1)CC(CNC(=O)OC)(C3)C2	101	99	104	-5	.	100	-25	-2	110	102	105
14	O=[N+]([O-])c1ccc(/C=N/n2c(CO)nc3ccccc32)s1	95	104	101	58*	11	96	30	-6	101	97	98
15	NC(=O)CC[C@@H]1NC(=O)C(Cc2ccc(O)cc2)NC(=O)c2cc([N+](=O)[O-])cc(F)c2NCCC[C@@H](C(N)=O)NC1=O (stereo not given in full)	99	104	103	7	.	100	5	-2	101	103	103
16	CN(C)S(=O)(=O)c1cccc(C(=O)NCc2cccs2)c1	96	100	98	6	18	98	-11	-5	99	99	98
17	Cc1ccccc1NS(=O)(=O)c1cc(C(=O)Nc2cccc(N(C)S(C)(=O)=O)c2)ccc1C	102	104	99	0	.	104	-35	0	104	104	105
18	CC1CN(C(=O)c2cn3ccccc3n2)CC(C)O1 (stereo not given)	100	102	100	5	.	100	-5	1	108	103	103
19	CC(C)(C)SCCNC(=O)/C=C/c1ccc(F)cc1	97	99	96	8	.	99	-28	-1	102	100	99
20	CCn1nc(C(=O)OC2CCOC2=O)c2ccccc2c1=O (stereo not given)	96	100	97	-8	-9	101	-10	-6	98	102	103
21	NC(=O)COC(=O)c1cc(-c2cccs2)nn1-c1ccccc1	95	105	98	9	10	94	-3	3	97	93	96
22	CC(Sc1nc(-c2ccccc2)cc(C(F)(F)F)n1)C(=O)NCc1ccco1 (stereo not given)	93	100	94	12	3	95	-21	1	94	97	97

Screens from PubChem.
